# Screening results: PubChem BioAssay, The Scripps Research Institute Molecular Screening Center
# M1 PAM – human M1 muscarinic receptor positive allosteric modulators, primary screen, CHO-K1 cells, Fluo-8 calcium fluorescence, 1536-well; Muscarinic acetylcholine receptor M1 (Homo sapiens), P11229; AID 588819, 2011; activation, % at 3 µM; 360,000 tested, 0.088% active; CHO-K1 hM1, ACh EC20; 0% = ACh EC20, 100% = maximal ACh; in the data active means activation above about 19%, passing the limit was not always enough
# Target sequence (P11229 whole entry, looked up): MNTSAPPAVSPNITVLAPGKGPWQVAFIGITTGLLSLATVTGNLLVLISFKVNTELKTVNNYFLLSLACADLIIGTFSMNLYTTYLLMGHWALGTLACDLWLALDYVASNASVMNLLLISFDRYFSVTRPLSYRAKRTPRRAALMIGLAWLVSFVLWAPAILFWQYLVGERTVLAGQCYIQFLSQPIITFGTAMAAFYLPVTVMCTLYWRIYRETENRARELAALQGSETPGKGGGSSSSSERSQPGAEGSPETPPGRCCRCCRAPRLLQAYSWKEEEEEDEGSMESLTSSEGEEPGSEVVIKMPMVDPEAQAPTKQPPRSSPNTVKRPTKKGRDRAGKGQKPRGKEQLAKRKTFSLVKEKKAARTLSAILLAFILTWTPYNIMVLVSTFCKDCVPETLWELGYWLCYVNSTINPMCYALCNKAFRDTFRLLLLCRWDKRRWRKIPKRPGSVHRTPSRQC
# TAAR1 agonist – human TAAR1 agonists, primary screen, Fluo-8 calcium fluorescence, CHO RD-HGA16 cells | vehicle wells 0%, saturating PEA agonist 100% | activation, % at 3 µM | 360,000 tested, 0.99% active | Trace amine-associated receptor 1 (Homo sapiens), Q96RJ0;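 active means activation above the mean activation of all test compounds in the run plus 3 SD, cut at about 38% in these data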
#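 Test system: RD-HGA16 (CHO) cells co-expressing Gα16 and hTAAR1 / Benchmarks: DMSO vehicle as 0%, PEA at EC100 as 100% / Repeats: no replicates (n 1) / Measure: % activation from peak over basal fluorescence ratio, DMSO-to-PEA scaled / Timing: 17-24 h plating, Fluo-8 75 min 37 °C, 30 min RT / Technique: kinetic Fluo-8 calcium fluorescence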
# CHRM4 agonist – human M4 muscarinic receptor agonists, primary screen, CHO-K1 cells, Fluo-8 calcium fluorescence; CHO-K1 hM4/Gqi5; vehicle 0%, full acetylcholine response 100%; activation, % at 3 µM; 360,000 tested, 0.14% active;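 active means activation above the run mean over all test wells plus 3 SD, cut at about 32% in these data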;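 further: peak over basal fluorescence ratio per well then scaled between controls; 0% = DMSO wells and 100% = acetylcholine at EC100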
# Target sequence (P08173 whole entry, looked up): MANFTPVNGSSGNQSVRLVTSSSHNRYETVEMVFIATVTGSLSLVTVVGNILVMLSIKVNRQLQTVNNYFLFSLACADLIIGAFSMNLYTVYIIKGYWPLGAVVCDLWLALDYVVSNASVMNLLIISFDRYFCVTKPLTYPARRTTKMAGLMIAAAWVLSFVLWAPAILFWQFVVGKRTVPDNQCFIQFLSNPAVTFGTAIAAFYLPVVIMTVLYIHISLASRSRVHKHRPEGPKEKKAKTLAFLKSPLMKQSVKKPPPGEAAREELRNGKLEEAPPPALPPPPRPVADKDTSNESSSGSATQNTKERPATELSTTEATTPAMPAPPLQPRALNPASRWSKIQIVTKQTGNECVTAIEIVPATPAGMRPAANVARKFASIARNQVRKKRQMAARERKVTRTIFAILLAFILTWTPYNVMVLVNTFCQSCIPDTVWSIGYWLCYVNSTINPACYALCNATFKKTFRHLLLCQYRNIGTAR
# M4 antag – human M4 muscarinic receptor antagonists, primary screen, CHO cells, Fluo-8 calcium fluorescence; Muscarinic acetylcholine receptor M4 (Homo sapiens), P08173; CHO-hM4 cells, ACh EC80; inhibition, % at 3 µM; 360,000 tested, 0.73% active; AID 624125, 2012;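 active means inhibition above its plate's cutoff, the mean inhibition of sample wells plus 3 SD, cut at about 27% in these data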;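 further: 0% = acetylcholine EC80 with DMSO and 100% = DMSO without agonist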
# CHRM5 antagonist – human M5 muscarinic receptor antagonists, primary screen, CHO cells, Fluo-8 calcium fluorescence; inhibition, % at 3 µM; Muscarinic acetylcholine receptor M5 (Homo sapiens), P08912; AID 624040, 2012; 360,000 tested, 0.59% active; CHO-hM5 cells, ACh EC80;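 active means inhibition above a per-plate cutoff, the mean of that plate's test compounds plus 3 SD, cut at about 27% in these data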;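 further: 0% = acetylcholine EC80 with DMSO and 100% = DMSO without agonist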
# M1 ag – human M1 muscarinic receptor agonists, primary screen, Fluo-8 calcium fluorescence, CHO-K1 cells, HTS. Muscarinic acetylcholine receptor M1 (Homo sapiens), P11229. CHO-K1 hM1, agonist mode; 0% DMSO, 100% acetylcholine EC100. activation, % at 3 µM. 360,000 tested, 0.33% active;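 active means activation above the run's mean compound activation plus 3 SD, cut at about 16% in these data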;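 further: peak over basal fluorescence ratio within a 140 s kinetic read after compound addition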
# CHRM1 antagonist – human M1 muscarinic receptor antagonists, primary screen, CHO-K1 cells, Fluo-8 calcium fluorescence, 1536-well | 360,000 tested, 1.3% active | inhibition, % at 3 µM | Muscarinic acetylcholine receptor M1 (Homo sapiens), P11229 | CHO-K1 hM1, ACh EC80 antagonist;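 active means percent inhibition above its own plate's cutoff, namely the mean of that plate's compound wells plus 3 SD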;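 further: peak over basal fluorescence ratio during 140 s after agonist addition; 0% = ACh EC80 plus DMSO and 100% = DMSO alone without agonist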
# M5 PAM – human M5 muscarinic receptor positive allosteric modulators, primary screen, CHO-K1 cells, Fluo-8 calcium fluorescence; Muscarinic acetylcholine receptor M5 (Homo sapiens), P08912; CHO-K1 hM5, ACh EC20 PAM; 0% = ACh EC20, 100% = ACh EC100; activation, % at 3 µM; 360,000 tested, 0.3% active; AID 624038, 2012;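 active means activation above the run cutoff, the mean activation of all test compounds plus 3 SD, cut at about 18% in these data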
#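 system = human M5 receptor in CHO-K1 cells | compound = one concentration, 3 µM final (nominal) | schedule = Post-acetylcholine fluorescence recording 140 s | signal = Fluo-8 calcium dye fluorescence, kinetic read | benchmarks = low control EC20 acetylcholine (0%), high control EC100 acetylcholine (100%) | repeats = singlicate, one well per test compound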
# CHRM5 agonist – human M5 muscarinic receptor agonists, primary screen, CHO-K1 cells, Fluo-8 calcium fluorescence | Muscarinic acetylcholine receptor M5 (Homo sapiens), P08912 | CHO-K1 hM5 cells; 0% DMSO wells, 100% maximal acetylcholine response | activation, % at 3 µM | 360,000 tested, 0.19% active | AID 624037, 2012;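 active means activation above the run's mean over test compounds plus 3 SD, cut at about 23% in these data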;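 further: signal is peak over basal fluorescence ratio across the kinetic read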
# The depositor's hits bear a star; nt = no result given.
M1 PAM,TAAR1 agonist,CHRM4 agonist,M4 antag,CHRM5 antagonist,M1 ag,CHRM1 antagonist,M5 PAM,CHRM5 agonist,SMILES
3,1,3,5,1,-5,-2,-2,-4,CCCCn1c(=O)c(CCC(=O)OCC(=O)Nc2cccc3ccccc23)nc2ccccc21
6,2,4,-14,-17,-1,-8,-7,1,NS(=O)(=O)c1cccc(NC(=O)COC(=O)CC2CC3CCC2C3)c1 (stereo not drawn)
4,2,0,-2,3,-3,1,-10,0,O=C(CN(Cc1ccccc1)C(=O)c1cc2c(s1)CCC2)NCc1cccs1
-1,3,0,10,9,-5,-3,-3,-2,Cc1cncc(NCc2cccc(Cl)c2)n1
13,4,1,-1,17,1,-13,-7,3,C=CCNC(=O)COc1ccc(N(C)S(=O)(=O)c2ccc(NC(C)=O)cc2)cc1
-1,7,3,4,-9,-4,-4,5,-1,COc1ccc(-c2sc3ccccc3c2-c2ccc(OCCN3CCCCC3)cc2)cc1
1,4,1,-5,0,-1,5,0,-1,CC(OC(=O)Nc1cccc(Cl)c1)C(=O)O (stereo not drawn)
-2,8,8,-5,5,-1,-5,0,2,COc1c(C)cc(C(O)c2ncc(-c3ccc4ccccc4c3)[nH]2)cc1C (stereo not drawn)
-10,5,14,-9,13,-3,15,-21,-5,COc1ccc(C(=O)Nc2cccc(C)n2)cc1S(=O)(=O)N1CCCc2ccccc21
1,5,0,-3,2,-3,4,7,7,CCN(Cc1cnn(C)c1)C(=O)c1ccc(OC2CCN(S(=O)(=O)N(C)C)CC2)cc1
8,1,0,-1,-13,-6,-7,9,-3,COc1ccc(S(=O)(=O)N2CCOCC2)cc1NC(=O)CSc1n[nH]c(=O)n1C1CC1
-8,14,0,-2,-2,-4,6,3,0,Clc1ccc(OCc2cc(-c3ccccc3)no2)cc1Cl
-11,13,16,8,29*,-4,23,-19,2,COc1ccccc1NC(=O)c1ccc(NC(=O)COC(=O)C2(C)CC2(Cl)Cl)cc1 (stereo not drawn)
5,0,2,-5,-6,-9,-11,5,-2,CC(C)CCn1nc(C(=O)Nc2nc3c(s2)CCCC3)c2ccccc2c1=O
5,-2,2,6,-1,-1,-5,10,6,Cc1ccc(C)c(N(CC(=O)NCc2ccco2)C(=O)CNS(=O)(=O)c2ccccc2)c1
nt,2,1,4,4,nt,nt,-5,3,O=NN(CCF)C(=O)NC1CCS(=O)(=O)CC1
-1,1,4,-7,7,-1,0,-4,0,COc1ccc(CNC(=O)Cn2c(=O)oc3cc(S(=O)(=O)N4CCCC4)ccc32)cc1
-11,8,17,13,26,9,35*,-16,7,COCC1CCCN(C(=O)c2cc(COc3ccc4ncccc4c3)on2)C1 (stereo not drawn)
3,-1,3,-25,2,-4,-4,-9,-11,COc1ccc(OC)c(-c2csc(NC(=O)Cc3cccs3)n2)c1
4,-2,2,-5,4,-5,-4,-4,-1,NNc1ncnc2scc(-c3ccc(Cl)cc3)c12
12,2,2,1,10,-1,-4,1,1,COc1ccc(COC(=O)CCc2cc(OC)c(OC)c(OC)c2)cc1F
14,-2,2,-3,10,-4,-14,4,0,CCCCCn1c(=O)[nH]c2cc(C(=O)NC3CCN(Cc4ccccc4)CC3)ccc2c1=O
-20,64*,32*,9,35*,7,28,-33,28*,COc1ccc2ccccc2c1-c1sc(Nc2ccccc2)n[n+]1-c1ccc(F)cc1
4,72*,7,-12,10,-2,-11,-2,-3,O=C(O)c1ccccc1C(=O)NCC(O)c1ccccc1 (stereo not drawn)
3,0,2,-9,-8,-4,-7,16,-2,CC(=O)Nc1cccc(NC(=O)C2C3C=CC(C3)C2C(=O)O)c1 (stereo not drawn)
6,2,2,-8,10,-4,-11,-6,-4,CCOc1ccc(-c2noc(CCCC(=O)NC3CCCCC3)n2)cc1OC
4,3,5,2,-4,-6,-6,2,5,O=S1(=O)CCN(Cc2ccc(Cl)c(C(F)(F)F)c2)CC1
5,4,0,5,2,-3,-10,-1,0,Nc1nc(NC(=O)CCCC(=O)O)nn1-c1ccccc1
14,-1,1,0,-9,0,-16,2,-1,COc1ccc(N(CC(=O)NCc2ccco2)C(=O)CCC(=O)Nc2nccs2)cc1
-2,2,6,-6,14,2,7,-14,4,O=S(=O)(Nc1ccc(-n2cnnn2)cc1)c1cccs1
3,8,0,7,2,-2,-12,-5,-4,CCC1SC2=NC(C)=C(C(=O)OC)C(c3ccc(C(=O)OC)cc3)N2C1=O (stereo not drawn)
9,1,0,2,-7,-6,-8,5,3,O=C(Nc1ccc2c(c1)OCO2)c1ccccn1
8,8,0,-10,-12,-1,-15,4,1,CCN(C[C@H]1N[C@@](CC)(C(=O)OC)[C@H]2C(=O)N(C)C(=O)[C@@H]12)C(C)=O
-3,-3,8,1,2,-5,-3,-4,-5,Cc1ccc(C)c(S(=O)(=O)N2CCN(C(=O)CCC(=O)c3cc(C)sc3C)CC2)c1
-1,nt,3,-5,3,-3,3,-11,3,Cc1nc(/N=C(\N)NC(=O)c2ccccc2)nc2ccccc12
4,18,1,10,-4,-3,-28,6,0,Cc1ccc(CCNC(=O)C2CCCN(S(=O)(=O)c3cccc4nsnc34)C2)cc1 (stereo not drawn)
3,1,0,0,6,-7,-6,2,0,Cc1cnc(CN(C)C(=O)C2CCC(=O)N(CCc3ccc(Cl)cc3)C2)[nH]1 (stereo not drawn)
-3,0,1,1,8,-8,4,-3,-1,Cc1ccc(/C=N/NC(=O)CSc2nc3ccccc3n2Cc2ccccc2)o1
7,2,0,4,-4,-3,-17,1,1,COC(=O)C(C)NC(=O)C1CCCN1C(=O)CNC(=O)OCc1ccccc1 (stereo not drawn)
-17,13,1,2,-5,-5,11,0,-12,COc1ccc(C(=O)C(CN2CCCC2)c2ccccc2)cc1 (stereo not drawn)
8,5,1,-4,1,-2,-8,4,0,CN(C)C(=O)COc1ccc(Oc2ccccc2)cc1
-1,-1,0,13,2,-11,-2,-5,-5,CC(/C=N/NC(=O)CSc1ccccn1)=C\c1ccc(C(C)C)cc1
4,5,1,5,9,-7,-3,-6,-3,CCCCOc1ccc2c(c1)C(=O)c1cc(O)ccc1-2
11,6,0,9,0,-4,-7,2,-2,Cc1nc2sc(C)c(C)c2c(=O)[nH]1
11,12,1,3,-1,-5,-8,1,-1,CCC(=O)N(Cc1cc(=O)[nH]c2ccccc12)C1CCCCC1
11,-1,4,-8,-14,-6,-4,0,0,COC(=O)c1ccc(C(=O)OC)c(NC(=O)CN(c2ccccc2)S(=O)(=O)N(C)C)c1
5,8,5,-5,2,-2,-3,-6,3,CC1(C)OC(=O)C(=NNc2ccc(Br)cc2)C(=O)O1
7,3,0,-2,-3,-3,0,3,1,Cc1c(NC(=O)COC(=O)c2ccc[nH]c2=O)c(=O)n(-c2ccccc2)n1C
13,0,0,-27,7,1,-27,-7,1,COc1cc(/C=N/NC(=O)c2ccccc2NS(=O)(=O)c2cccs2)ccc1O
11,2,0,3,8,1,-33,-5,1,CC1(C)CC(=O)C(N=Nc2cccnc2)=C(O)C1
nt,1,1,-4,0,nt,nt,-2,1,CCCCCCn1cc(CN2CC(N(C)CC)CS2(=O)=O)nn1 (stereo not drawn)
3,-2,1,17,6,-4,-18,-6,-1,CC(=O)O[C@]1(C(C)=O)CC[C@H]2[C@@H]3C=C(C)C4=CC(=O)CC[C@@H]4[C@H]3CC[C@@]21C
-2,3,0,-3,-3,-3,-6,1,1,O=C1CCC(C(=O)N(CCO)Cc2ccccc2)CN1CCc1cccc(F)c1 (stereo not drawn)
-8,0,2,-2,6,-2,15,-3,0,COc1ccc(OC)c(NC(=S)N(CCc2c(C)[nH]c3ccccc23)Cc2cccs2)c1
2,2,1,-4,7,-3,-1,-1,-1,O=C(NCc1ccoc1)c1ccc(NC(=O)c2ccccc2Cl)cc1
-24,37,28,24,17,7,34*,-24,10,COc1ccccc1CCNCc1ccc(OC)c(OCc2ccccc2)c1
3,1,0,3,-6,-3,3,-7,-4,CNC(=O)c1cc(S(=O)(=O)NCc2ccncc2)ccc1OC
7,8,2,1,3,-2,-6,0,1,CC(=O)c1c[nH]c2ccc(C)cc2c1=O
-11,12,3,4,1,-4,16,-4,3,CCCn1c(=O)c2ccccc2n2c(SCCOc3ccc(OC)cc3)nnc12
7,8,11,-6,3,2,-4,-1,9,COc1cc(/C=C2/C(=O)N(c3cccc(Br)c3)N=C2C)cc(OC)c1O

# (more compounds)
M1 PAM,TAAR1 agonist,CHRM4 agonist,M4 antag,CHRM5 antagonist,M1 ag,CHRM1 antagonist,M5 PAM,CHRM5 agonist,SMILES
9,2,0,-10,2,-5,-7,2,0,COc1ccc(OCCn2ccnc2)cc1
-5,0,-1,4,11,-1,1,0,1,Cc1ccc(S(=O)(=O)N2CCSCCSCCSCCSCC2)cc1
-28,0,0,27*,-2,-13,18,4,-8,CC(C)(O)C#Cc1ccc(CN2CCN(C3CCCCC3)C(CCO)C2)s1 (stereo not drawn)
15,1,2,-6,4,-9,-18,5,-6,O=c1cc(CN2CCN(Cc3ccccc3)CC2)c2ccc(O)cc2o1
10,1,-1,-1,12,1,-15,-3,-4,Cc1ccc(C)c(NC(=O)CN(C)C(=O)COc2ccc3ccccc3c2)c1
-5,4,5,1,2,-3,11,-7,-7,COc1ccc(-c2c(=O)n(OCc3ccccn3)c3ccccc3[n+]2[O-])cc1OC
2,1,1,-4,3,2,3,-5,-2,COc1ccc(NC(=O)Nc2ccon2)cc1OC
6,3,1,4,6,-9,-8,-1,-2,O=C(CC1C(=O)N(c2ccccc2)C(=S)N1c1ccccc1)c1ccc(Br)cc1 (stereo not drawn)

# Single records, as listed above. Screens in order: M1 PAM	TAAR1 agonist	CHRM4 agonist	M4 antag	CHRM5 antagonist	M1 ag	CHRM1 antagonist	M5 PAM	CHRM5 agonist
# O=C(CC1C(=O)N(c2ccccc2)C(=S)N1c1ccccc1)c1ccc(Br)cc1 (stereo not drawn) as listed: 6	3	1	4	6	-9	-8	-1	-2
# CC(C)(O)C#Cc1ccc(CN2CCN(C3CCCCC3)C(CCO)C2)s1 (stereo not drawn) as listed: -28	0	0	27*	-2	-13	18	4	-8
# COc1ccc(-c2c(=O)n(OCc3ccccn3)c3ccccc3[n+]2[O-])cc1OC as listed: -5	4	5	1	2	-3	11	-7	-7

# Some of the compounds tested, so the mix of outcomes need not match the whole.
